Screens deposited in PubChem BioAssay by National Center for Advancing Translational Sciences (NCATS).
TbPYK inhibitor – blocks Trypanosoma brucei pyruvate kinase. Q57TT1. 0.12% of 410,000 active. TbPYK enzyme, Kinase-Glo Plus ATP luminescence, 45 min. Potency, µM (series often up to 76.8 µM), for the others: top-dose activity, negative = inhibition, actives largely listed as inhibitors; also: potency is read from the fitted curve at half-maximal effect; nearly all actives have a fitted effect of over 50% in size
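Activity of T. brucei pyruvate kinase was followed by Kinase-Glo Plus luminescence after the enzyme reacted 45 min at room temperature with 130 uM ADP (final) and substrate. Test compounds were added before ADP at multiple concentrations.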
LmPK inh – blocks Leishmania mexicana pyruvate kinase activity; purified LmPK, Kinase-Glo ATP luminescence, 1 h; Potency, µM (highest dose often 57.5 µM), for the others: top-dose activity change, negative = inhibition, hits mostly inhibitors; 0.37% of 290,000 active; AID 1721; also: potency is read from the fitted curve at half-maximal effect
Target sequence (Q27686 whole entry, looked up): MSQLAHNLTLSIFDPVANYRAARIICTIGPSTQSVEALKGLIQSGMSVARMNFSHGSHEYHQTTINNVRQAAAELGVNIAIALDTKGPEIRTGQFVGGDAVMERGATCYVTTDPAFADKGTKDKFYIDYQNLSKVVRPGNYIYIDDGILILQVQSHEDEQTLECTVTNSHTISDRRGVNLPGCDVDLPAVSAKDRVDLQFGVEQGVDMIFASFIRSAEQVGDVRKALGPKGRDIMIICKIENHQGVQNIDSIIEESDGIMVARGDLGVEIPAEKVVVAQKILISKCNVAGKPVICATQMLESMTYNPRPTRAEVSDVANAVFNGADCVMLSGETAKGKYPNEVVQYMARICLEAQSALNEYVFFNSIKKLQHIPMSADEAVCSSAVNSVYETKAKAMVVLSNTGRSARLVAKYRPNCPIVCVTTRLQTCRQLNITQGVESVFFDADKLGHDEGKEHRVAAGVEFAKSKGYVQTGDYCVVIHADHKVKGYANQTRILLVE
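Screened at intermediate enzyme activity to detect both inhibitors and activators: LmPK at 0.1 nM, with a 0.5 nM enzyme column as activation reference. PEP 0.5 mM, ADP 0.1 mM; ATP detected by luminescence after 1 h.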
AmpC detergent – blocks E. coli AmpC beta-lactamase in detergent assay; P00811; AmpC hydrolysis of nitrocefin, absorbance 480 nm, 0.01% Triton; Potency, µM (series often up to 114 µM), without a hit: top-dose activity change, negative = inhibition, hits mostly inhibitors; 0.041% of 370,000 active; AID 485294;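 also: potency is read from the fitted curve at half-maximal effect; 0% = no-compound wells and -100% = no-enzyme wells; nearly all actives have a fitted effect of over 25% in size; some results filed as inactive show a strong effect at the top dose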
Target sequence (P00811 whole entry, looked up): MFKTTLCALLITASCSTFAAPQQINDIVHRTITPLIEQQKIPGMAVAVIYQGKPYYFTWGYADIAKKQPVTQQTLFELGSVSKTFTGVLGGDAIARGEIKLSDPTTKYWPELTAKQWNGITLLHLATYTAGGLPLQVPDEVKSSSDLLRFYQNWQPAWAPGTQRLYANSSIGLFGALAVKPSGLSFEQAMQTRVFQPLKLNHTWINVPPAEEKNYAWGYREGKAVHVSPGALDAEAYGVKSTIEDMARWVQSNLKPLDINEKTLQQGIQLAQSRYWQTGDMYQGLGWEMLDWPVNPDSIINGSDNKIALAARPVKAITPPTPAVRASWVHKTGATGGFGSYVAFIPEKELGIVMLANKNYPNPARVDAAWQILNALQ
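AmpC (5.3 nM in the dispensed reagent) in 20 mM phosphate pH 7.0 with 0.01% (detergent screen) or 0.0001% Triton X-100 was preincubated with compounds for 15 min at room temperature. Nitrocefin was then added from an 800 uM solution, and hydrolysis was followed at 480 nm.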
AMA1-RON2 inh – inhibitors of Plasmodium falciparum AMA1-RON2 interaction | AlphaScreen AMA1-biotinylated RON2 peptide binding | Potency, µM (top dose mostly 58.2 µM), for inactives: at the highest dose activity change, negative = inhibition, usual class: inhibitors | 0.2% of 360,000 active | AID 720542;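 also: potency is read from the fitted curve at half-maximal effect; 0% = vehicle wells and -100% = peptide control; nearly all actives have a fitted effect of over 45% in size; some results filed as inactive show a strong effect at the top dose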
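AMA1 (3D7) with his tag at 25 nM final met compounds first, then biotinylated RON2 peptide at 25 nM; detection used donor plus acceptor beads, 10 µg/mL apiece, read by AlphaScreen after 30 min at room temperature.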
AmpC no deterg – blocks E. coli AmpC beta-lactamase in detergent-free assay. P00811. AmpC nitrocefin hydrolysis, absorbance 480 nm, 0.0001% Triton. Potency, µM (series often up to 57.1 µM), for inactives: at the top dose activity change, negative = inhibition, actives largely listed as inhibitors. 0.52% of 330,000 active;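 also: potency is read from the fitted curve at half-maximal effect; plate controls were no compound for no effect and no enzyme for full effect; nearly all actives have a fitted effect of over 20% in size; some results filed as inactive show a strong effect at the top dose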
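AmpC (5.3 nM in the dispensed reagent) in 20 mM phosphate pH 7.0 with 0.01% (detergent screen) or 0.0001% Triton X-100 was preincubated with compounds for 15 min at room temperature. Nitrocefin was then added from an 800 uM solution, and hydrolysis was followed at 480 nm.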
Sm TGR inh – blocks Schistosoma mansoni thioredoxin glutathione reductase | 3% of 360,000 active | Potency, µM (top dose mostly 114 µM), for the others: at the highest dose activity change, negative = inhibition, most hits filed as inhibitors | purified TGR, DTNB reduction, TNB absorbance 405 nm | Q962Y6; also: potency is read from the fitted curve at half-maximal effect; nearly all actives have a fitted effect of over 60% in size
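TGR 20 nM + NADPH 100 uM (dispensed conc.), cpd preinc 15 min RT; start with NADPH (500 uM addition) then DTNB (15 mM addition). Kinetic TNB absorbance, 405 nm filter. Four-parameter Hill fit across titration.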
HCMV antiviral – inhibitors of human cytomegalovirus; HFF cells, HCMV-luciferase reporter, 72 h; hits give low values; 4.5% of 410,000 active; activity change, negative = inhibition, % at 57.5 µM; AID 1259415; in the data active = activity change below about -60%; inconclusive = no clear call, values can overlap the other calls; inactive = above about -39%
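Inhibition of viral replication was scored as loss of reporter luminescence in HFFs infected with HCMV-luciferase (MOI 1 PFU/cell) for 72 h; compounds tested at 2 doses, normalized to buffer and Salinomycin controls.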
* hit, by the source's call; ? = inconclusive; . = no result given; [ ] = dose if it differs, or a comment. Unless noted, calls follow the shape of the dose curve; as a rule, active = well fitted curve in the direction sought with a large enough effect; inconclusive = small, poorly fitted or top-dose-only effect, or another doubt; inactive = no such curve, though single readings can be large; an effect the other way counts as inactive or inconclusive. Unless noted, % is scaled to controls: 0 for no effect and ±100 for the full control effect. Not a hit list; about 7.4% have a hit in one of these screens.

#	canonical_smiles	TbPYK inhibitor	LmPK inh	AmpC detergent	AMA1-RON2 inh
1	CC(C)C1C(=O)N(Cc2cn(CC3CCCCC3)nn2)CCS(=O)(=O)N1Cc1ccc(-c2ccccc2)cc1 (stereo not given)	-4%	.	.	-1%
2	COc1cc(C)c(Cl)cc1S(=O)(=O)NCc1ccccn1	-1%	0%	-16%	3%
3	O=C(CSCc1ccccc1)Nc1ccc(Cl)cn1	1%	1%	-4%	-17%
4	CCCc1cc(=O)[nH]c2nnc(SCC(=O)NC3CCCC3)n12	?	.	?	22%
5	NC(=O)CSc1nnc(-c2ccccc2F)n1C1CC1	2%	9%	?	-4%
6	CC(=O)Nc1ccc(S(=O)(=O)NCc2ccc(C(=O)NCCN3CCCCCC3)cc2)cc1	-3%	-2%	3%	0%
7	CCCNC(=O)C1(C)CCN(C(=O)c2sccc2C)C1 (stereo not given)	3%	.	.	14%
8	CCN(CC)S(=O)(=O)c1ccc(F)c(C(=O)NCCCN2CCOCC2)c1	4%	0%	-5%	3%
9	CN(C)c1ccc(C=Nc2ccccc2)cc1	4%	-4%	?	-9%
10	Cc1ccc(C2SCC(=O)N2c2ccccc2)cc1 (stereo not given)	13%	-4%	-1%	11%
11	CC1=C2C3OC(=O)C(C)[C@@H]3CC[C@](C)(O)C2C2C3C4C5(C12)[C@H]1OC(=O)[C@@H](C)C1CC[C@]4(C)O[C@]5(C)[C@@H]3O (stereo not given in full)	-11%	0%	-14%	-1%
12	COc1ccccc1CCNC(=O)C(C)n1nc(C)c2c(C)n(-c3ccccc3)nc2c1=O (stereo not given)	2%	5%	?	-2%

#	AmpC no deterg	Sm TGR inh	HCMV antiviral
1	.	.	1
2	-10%	3%	-11
3	-24%	0%	.
4	18µM*	1%	-19
5	-27%	1%	-9
6	-32%	-33%	15
7	.	.	1
8	-2%	-3%	-18
9	0%	-11%	4
10	-13%	-3%	-5
11	-15%	-7%	-16
12	-1%	-3%	-13

Other records follow:
#	canonical_smiles	TbPYK inhibitor	LmPK inh	AmpC detergent	AMA1-RON2 inh
13	COc1ccc(CNC(=O)Nc2ccccc2)cc1	?	-2%	-6%	15%
14	CC(C)c1ccc(S(=O)(=O)NCc2nc3cccnc3n2Cc2ccc(F)cc2)cc1	-8%	.	0%	.
15	CC(CC(=O)N1CCN(c2ccccc2F)CC1)c1ccccc1 (stereo not given)	-3%	3%	-3%	12%
16	C/C(=N\NP(=S)(c1ccccc1)c1ccccc1)c1ccc(O)cc1O	-27%	7%	9%	-3%
17	O=C(CNc1cccc2ccccc12)N/N=C/c1ccccn1	-1%	1%	4%	73%[activator]
18	O=C(C[C@H]1C/C=C\CC[C@H](Cc2ccc(F)cc2)C(=O)OC[C@@H](Cc2c[nH]c3ccccc23)NC1=O)NCCO	-5%	.	.	-5%
19	Nc1c(C(=O)Nc2ccc3c(c2)OCCO3)nnn1Cc1ccccc1Cl	-5%	.	?	-28%
20	Cc1cccc(C(=O)OCC(=O)N2CC(=O)Nc3ccccc32)c1C	3%	.	.	4%
21	O=C(C[n+]1ccccc1)Nc1ccccc1C(=O)O	1%	-4%	-2%	-6%
22	COc1ccccc1/C=C/C=C1\Oc2c(ccc(O)c2CN2CCN(CCO)CC2)C1=O	-3%	-4%	-6%	?
23	COc1ccc(C(=O)N2CCc3cc(OC)c(OC)cc3C2c2cccc([N+](=O)[O-])c2)cc1 (stereo not given)	.	3%	-4%	.
24	CCC12C(=O)C(CC)(C(c3ccccc3)=C1c1ccccc1)[C@@H]1C(=O)N(c3ccccc3)C(=O)C12 (stereo not given in full)	18%	-1%	-9%	-20%

#	AmpC no deterg	Sm TGR inh	HCMV antiviral
13	-14%	7%	0
14	.	8%	28
15	18%	-8%	23
16	16µM*	-3%	-23
17	-4%	-4%	5
18	227%[activator]	.	-39
19	-35%	6%	22
20	-8%	.	11
21	-19%	-6%	2
22	184%[activator]	?	-93*
23	-3%	-2%	.
24	-18%	-1%	-61*

Additional records.
#	canonical_smiles	TbPYK inhibitor	LmPK inh	AmpC detergent	AMA1-RON2 inh
25	Cc1cc(OCC(=O)N(C(C)C)C(C)C)cc(C)c1Br	-10%	2%	-5%	-8%
26	COc1ccc(NC(=O)CSCC(=O)N(C)Cc2ccc3c(c2)OCCO3)cc1	3%	.	0%	-4%[11.6 µM]
27	CCc1cccc(C)c1NC(=O)c1cc(S(=O)(=O)NCc2ccccc2Cl)ccc1F	-2%	.	-8%	.
28	C=CCc1cccc2cc(NC(C)=O)c(=O)oc12	0%	4%	-13%	5%
29	CCCC/C(C)=N/NC(=O)Nc1ccccc1	1%	2%	?	40%[activator]
30	COc1cc(NC(=O)CCCN2C(=O)NC(C)(C)C2=O)cc(OC)c1	-2%	.	-7%	12%[11.6 µM]
31	Cc1ccc(C(NC(=O)N2CCCCC2)=C(Cl)Cl)cc1F	-10%	-1%	?	0%
32	COc1cc(CCNC(=O)c2cnn3ccccc23)cc(OC)c1OC	0%	1%	-20%	11%
33	O=S1(=O)CCN2C(=N1)SC1=C2CCN(Cc2ccccc2)C1	9%	-2%	3%	-16%
34	O=C(COc1ccc(S(=O)(=O)N2CCOCC2)cc1Cl)N1CCOCC1	-3%	0%	-3%	12%
35	c1ccc(CNc2ncnc3scc(-c4cccs4)c23)nc1	-3%	-13%	-2%	7%
36	COc1cc2c(cc1OC)CN(Cc1ccc(C)cc1)CC2	-1%	-2%	?	-5%

#	AmpC no deterg	Sm TGR inh	HCMV antiviral
25	22%	-4%	-38
26	-9%	-17%	44
27	.	-11%	?
28	-3%	-5%	-35
29	-11%	11%	16
30	-9%	-3%	-17
31	-21%	-18%	-80*
32	1%	-4%	75
33	-8%	5%	72
34	0%	4%	14
35	48%	6%[57.1 µM]	-84*
36	-10%	-7%	11

Additional entries follow.
#	canonical_smiles	TbPYK inhibitor	LmPK inh	AmpC detergent	AMA1-RON2 inh
37	COc1ccc(NC(=O)CO/N=C2\CCCc3nonc32)cc1	-2%	-3%	-5%	7%
38	CSc1ccc(CN2CCN(Cc3ccc([N+](=O)[O-])cc3)CC2)cc1	10%	3%	-10%	?
39	CC(=O)c1ccc(N2Cc3ccccc3C2)cc1	-8%	-6%	-15%	3%
40	CC(C)N1CC(=O)N2CSCC2C1=O (stereo not given)	3%	.	.	0%
41	CC12CCC(C(=O)N3CCN(c4ncccn4)CC3)(c3nc4ccccc4nc31)C2(C)C (stereo not given)	1%	3%	-4%	-13%
42	Cc1ccc2oc(C(=O)Nc3nnc(CC(C)C)s3)cc(=O)c2c1	0%	.	12%	.
43	C=CCSC1=N/C(=C/c2ccsc2)C(=O)N1c1ccccc1	-6%	0%	?	4%
44	O=C(CN1CCN(c2ccc(F)cc2)CC1)NC(=O)NCc1ccco1	-17%	6%	0%	-25%
45	CC1CCCCN1CCCNC(=O)c1ccc(Br)cc1 (stereo not given)	0%	-2%	-7%	4%
46	CCOc1cc(CNCCc2ccc(S(N)(=O)=O)cc2)ccc1OCc1ccc(Cl)cc1	-5%	4%	?	-11%
47	Cc1ccccc1Oc1ncnc(N)c1[N+](=O)[O-]	3%	12%	0%	-16%
48	CC(CC(=O)Nc1ccccc1)n1ccnc1 (stereo not given)	-15%	1%	?	-4%

#	AmpC no deterg	Sm TGR inh	HCMV antiviral
37	-21%	-9%	13
38	37%	-2%	-37
39	-28%	-52%	107
40	.	.	7
41	-5%	11%	-9
42	.	-1%	4
43	-41%	-6%	-23
44	-13%	-5%	24
45	-13%	-3%	2
46	10%	6%	-103*
47	-14%	-3%	-33
48	-6%[11.4 µM]	-1%	39

Continued; it opens with the five that closed the last part.
#	canonical_smiles	TbPYK inhibitor	LmPK inh	AmpC detergent	AMA1-RON2 inh
44	O=C(CN1CCN(c2ccc(F)cc2)CC1)NC(=O)NCc1ccco1	-17%	6%	0%	-25%
45	CC1CCCCN1CCCNC(=O)c1ccc(Br)cc1 (stereo not given)	0%	-2%	-7%	4%
46	CCOc1cc(CNCCc2ccc(S(N)(=O)=O)cc2)ccc1OCc1ccc(Cl)cc1	-5%	4%	?	-11%
47	Cc1ccccc1Oc1ncnc(N)c1[N+](=O)[O-]	3%	12%	0%	-16%
48	CC(CC(=O)Nc1ccccc1)n1ccnc1 (stereo not given)	-15%	1%	?	-4%
49	O=C1CN(S(=O)(=O)c2ccc(Cl)cc2)CC(=O)N1CCc1ccccc1	9%	6%	?	0%
50	CCCN(C(=O)c1cc2c(s1)CCC2)c1c(N)n(Cc2ccccc2)c(=O)[nH]c1=O	4%	1%	-1%	-4%
51	O=C(O)[C@H]1CCCC[C@H]1C(=O)NCCc1ccccc1	2%	5%	-6%	4%
52	Cn1c(SCc2cc([N+](=O)[O-])cc3c2OCOC3)nnc1-c1ccccn1	4%	2%	0%	12%
53	CC(=O)c1ccc(Oc2cnccn2)cc1	3%	-3%	-5%	-4%
54	COc1cc(S(=O)(=O)NCc2ccc3c(c2)OCO3)ccc1F	-1%	2%	1%	-5%
55	C=C(C)C(=O)Oc1ccc(N=Nc2ccc(C)cc2)ccc1=O	-6%	.	.	-2%
56	C(=C\c1ccccn1)/c1ccccn1	-2%	-21%	5%	12%

#	AmpC no deterg	Sm TGR inh	HCMV antiviral
44	-13%	-5%	24
45	-13%	-3%	2
46	10%	6%	-103*
47	-14%	-3%	-33
48	-6%[11.4 µM]	-1%	39
49	-25%	4%	-24
50	4%	-25%	9
51	-9%	-22%	-26
52	-22%	0%	55
53	-2%	2%	-6
54	-24%	0%	?
55	.	.	0
56	-16%	0%	80
